Source: PubChem BioAssay (several laboratories)
TNAP act mid DEA – activators of human TNAP at intermediate phosphate acceptor. 64,000 tested, under 10 active. activation factor at 20 µM. P05186. purified TNAP, CDP-star luminescence, 100 mM DEA, 30 min; stronger effect = higher value; scale: 0 levamisole-inhibited, 1 vehicle-only enzyme;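 active = activation factor of at least 2 at 20 µM, relative to controls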
5HT1a ag – activates the human 5-HT1a serotonin receptor | P08908 | CHO 5-HT1a Ga15 NFAT-bla reporter, FRET ratio; 0% basal, 100% maximal reference agonist | activation, % at 10 µM | 0.56% of 65,000 active | AID 567;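 active = activation above the screen-wide mean activation plus 3 SD, cut at about 19% in these data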;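 also: 0% = DMSO wells and 100% = 5-CT at EC100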
MMP13 inh – MMP13 (human) collagenase inhibition. inhibition, % at 4 µM. MMP-13 fTHP FRET cleavage, Mca fluorescence. 0.07% of 65,000 active. P45452;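 active = inhibition above the mean of compound-free control plate wells plus 3 SD, cut at about 14% in these data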;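 also: 0% = DMSO wells and 100% = wells with reference MMP-13 inhibitor after basal subtraction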
SF1 activator – SF-1 (human) activation. Q13285. CHO-K1 Gal4-SF-1 LBD luciferase reporter; % increase over DMSO SF-1-specific signal. activation, % at 10 µM. 1.9% of 65,000 active;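 active = activation above the mean activation of all tested compounds plus 3 SD, cut at about 50% in these data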
Target sequence (Q13285 whole entry, looked up, the tested form may be a part): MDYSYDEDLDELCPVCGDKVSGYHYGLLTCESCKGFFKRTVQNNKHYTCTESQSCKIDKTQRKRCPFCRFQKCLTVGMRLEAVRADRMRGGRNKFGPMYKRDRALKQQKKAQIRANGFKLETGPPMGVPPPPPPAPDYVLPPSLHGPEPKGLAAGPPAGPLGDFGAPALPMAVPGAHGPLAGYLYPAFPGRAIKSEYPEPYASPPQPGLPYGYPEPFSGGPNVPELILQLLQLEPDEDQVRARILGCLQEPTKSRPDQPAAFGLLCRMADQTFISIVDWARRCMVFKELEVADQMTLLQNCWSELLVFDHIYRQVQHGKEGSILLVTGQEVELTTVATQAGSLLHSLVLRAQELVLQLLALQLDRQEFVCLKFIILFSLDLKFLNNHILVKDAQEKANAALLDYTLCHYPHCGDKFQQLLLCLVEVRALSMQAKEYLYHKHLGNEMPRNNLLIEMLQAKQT
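Test system: CHO-K1 cells co-transfected with Gal4 DBD–human SF-1 LBD, 5xGal4 luciferase reporter. Quantity: 4,000 cells per well. Compound: 10 µM only. Incubation: compound added 1 h post-seeding, 20 h exposure at 37 °C, 5% CO2. Detection: SteadyLite luciferase luminescence. Replication: one test per compound.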
Autofluor 339 – intrinsic fluorescence of library compounds, ex339/em460 – biochemical, MLSMR library, data from DPM-DC assay, artefact control, profiling panel. AID 709. 5.5% of 65,000 active. fluorescence fold increase at 10 µM. compound autofluorescence, ex339/em460 nm, NADH buffer; stronger effect = higher value; 1 = no-compound wells, NADH background;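 active = at 10 µM, mean starting fluorescence two-fold or more over control wells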;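 also: signal is the first read of a kinetic run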
RORa activator – activates the human nuclear receptor RORA. CHO-K1 Gal4-RORA LBD luciferase reporter, luminescence; percent increase over mock-subtracted basal signal. activation, % at 10 µM. 1.5% of 65,000 active. AID 560;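 active = activation above the mean of all tested compounds plus 3 SD, cut at about 49% in these data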;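 also: 0% = DMSO-treated RORA cells and 100% = added signal equal to DMSO minus mock-transfected cells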
Target sequence (P35398 whole entry, looked up, the tested form may be a part): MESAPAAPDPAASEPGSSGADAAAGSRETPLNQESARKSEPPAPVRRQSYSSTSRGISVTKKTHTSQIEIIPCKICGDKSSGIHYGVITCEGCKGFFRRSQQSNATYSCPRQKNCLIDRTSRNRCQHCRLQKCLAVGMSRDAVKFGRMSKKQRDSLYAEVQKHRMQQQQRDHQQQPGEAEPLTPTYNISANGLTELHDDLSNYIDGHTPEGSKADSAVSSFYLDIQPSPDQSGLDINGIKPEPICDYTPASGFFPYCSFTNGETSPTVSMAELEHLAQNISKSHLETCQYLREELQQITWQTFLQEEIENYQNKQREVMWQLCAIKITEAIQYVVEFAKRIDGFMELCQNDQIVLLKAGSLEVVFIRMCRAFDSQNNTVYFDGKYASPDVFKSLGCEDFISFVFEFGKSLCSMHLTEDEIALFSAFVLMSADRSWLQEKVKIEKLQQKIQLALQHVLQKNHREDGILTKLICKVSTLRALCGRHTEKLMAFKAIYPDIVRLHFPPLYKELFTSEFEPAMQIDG
5-HT1A blocker – antagonists of human 5-HT1a serotonin receptor | P08908 | CHO 5-HT1a Ga15 NFAT-bla reporter, antagonist mode | inhibition, % at 10 µM | 0.68% of 62,000 active | AID 612;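 active = inhibition above the mean of all tested compounds plus 3 SD, cut at about 43% in these data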;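 also: receptor stimulated by 5-CT agonist at 100 nM near EC80; beta-lactamase reporter measured by ratiometric fluorescence of a cleavable substrate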
NADH enzymes – inhibition of NAD/NADH coupling enzymes, library profiling; coupled PK/LDH NADH assays, four targets; IC50, µM (series often up to 10 µM), for inactives: at the top dose inhibition; 0.02% of 65,000 active;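 active = single-dose screening hits from any of four coupled enzyme assays that gave an IC50 when retested across doses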;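 also: the DPM-DC format reads NADH fluorescence rather than 340 nm absorbance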
Abs 340nm – compound absorbs light at 340 nm | compound absorbance at 340 nm, fold over control | fold change at 10 µM | 65,000 tested, under 10 active | AID 708;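 active = at 10 µM dose, initial 340 nm absorbance at least 2 fold that of control wells; inactive = change under 2 fold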;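 also: initial absorbance extrapolated from kinetic A340 decline of NADH oxidation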
Starred values were filed as active, the others as inactive; x = not tested or not shown; [ ] = remark or other dose.

SMILES	TNAP act mid DEA	5HT1a ag	MMP13 inh	SF1 activator	Autofluor 339	RORa activator	5-HT1A blocker	NADH enzymes	Abs 340nm
CCCCNC(=O)c1sc2nc(C)cc(COC)c2c1-n1cccc1	0.9	-2.3	3.4	14.8	1.05	-5.0	12.4	4.0%	0.99
FC(F)(F)c1cccc(-c2nnc3ccc(C(F)(F)F)cn23)c1	0.9	-2.4	-6.6	-10.1	0.88	-6.0	10.9	10.0%	1.03
CCCC(=O)Nc1cc(-c2cn3cccnc3n2)ccc1OC	0.9	0.7	-15.4	-1.0	4.5*	-10.3	3.8	7.0%[fluoresces]	1.08
CC1CN(C(=O)C(C)N2C(=O)c3ccccc3C2=O)CC(C)O1 (configuration not stated)	0.9	-0.5	4.6	-9.4	1.14	18.4	5.1	3.0%	1.04
COC(=O)CNC(=O)c1c(C)cc(=O)oc1C	0.8	0.6	-14.9	-2.1	1.05	-5.3	x	2.0%	1
Nc1nncn1C(=O)CCc1ccccc1	0.9	-1.4	6.4	5.6	1.07	10.4	6.7	7.0%	1
CC12CCC(C(N)=O)(c3nc4ccccc4nc31)C2(C)C (configuration not stated)	0.9	-3.0	-0.9	-7.4	1.09	6.2	7.4	2.0%	1.04
CC(C)C[C@H](NC(=O)[C@@H]1O[C@H]1C(=O)O)C(=O)NCCCCN=C(N)N	0.8	-1.7	0.7	-8.7	1.01	-13.3	x	4.0%	0.99
N#Cc1nc(COc2ccc(Cl)cc2)oc1N1CCN(Cc2ccccc2)CC1	0.9	-0.3	-1.9	-3.5	1.08	-13.9	x	5.0%	1.02
COC(=O)Cn1cnc2c(nnn2Cc2ccc(Cl)cc2)c1=O	1	-2.5	-0.2	8.0	1.03	-3.0	-8.7	4.0%	1
CCN1CCN(CC(=O)Nc2cc(F)ccc2C)CC1	0.9	-0.1	1.4	-2.5	1.02	9.9	4.8	7.0%	1.03
CC1(C)Cc2nc(N)c(=O)sc2C1	1	-1.1	-1.2	-3.7	1.03	-20.4	-2.7	3.0%	1.08
COc1ccc(N(CC(=O)Nc2ccc(OC)c(Cl)c2)S(=O)(=O)c2c(C)noc2C)cc1	1	-1.5	8.6	0.9	1.04	-3.8	-0.2	5.0%	0.99
O=C(CSc1nnc2ccccn12)NC(=O)NC1CCCCC1	0.9	-2.4	-0.8	5.3	1.1	5.4	7.8	8.0%	1.01
Cc1cc(C)cc(NC(=O)CCNS(=O)(=O)c2ccc3c(c2)oc(=O)n3C)c1	0.9	-2.2	0.3	2.9	1.06	-0.3	-6.1	1.0%	1
CCOCCCNS(=O)(=O)c1ccc2c(c1)CCN2C(C)=O	0.9	0.6	3.7	9.9	1.11	-16.8	3.0	5.0%	1.05
CC1=CC(C)(C)N2C(=O)C3(C(C#N)=C(N)Oc4cc(O)ccc43)c3cccc1c32 (configuration not stated)	0.9	-4.2	2.5	9.3	1.17	37.4	17.4	1.0%	1.01
COc1ccc(NCc2nnc(SCC(=O)N3CCCc4ccccc43)o2)cc1	0.9	-2.4	4.7	-12.9	1.04	-6.2	0.6	7.0%	1.02
CCc1nnc(NC(=O)CSc2nccn2-c2cc(C)cc(C)c2)s1	1	1.3	-0.6	15.5	1.05	0.7	12.0	4.0%	1.06
CCN(CCCNC(=O)CN(C)S(=O)(=O)c1cccc2nsnc12)c1ccccc1	1	-0.8	2.4	-10.2	1.03	7.3	-1.2	9.0%	1.05
CC(CCc1ccccc1)NC(=O)C1CCN(c2nnc(-n3cccc3)s2)CC1 (configuration not stated)	1	-3.1	-1.3	1.1	1.11	21.7	18.2	3.0%	1.05
COc1ccccc1N1CCN(CCCC(=O)c2ccc(F)cc2)CC1	1	4.4	-0.6	-12.0	1.07	-18.9	92.6*	5.0%	1.01
COc1ccccc1CNC(=O)c1oc2ccc(S(=O)(=O)N3CCCC3)cc2c1C	0.9	3.3	-2.6	16.7	1.2	-8.9	7.2	4.0%	1.01
Clc1ccccc1Cn1nnc2c(N3CCCC3)ncnc21	1	0.5	-3.8	11.0	1.09	-19.0	-2.8	5.0%	0.98
Cn1c(SCC(=O)Nc2cccc(NC(=O)c3cccs3)c2)nnc1-c1ccncc1	1	-2.6	1.5	4.3	1.08	7.0	-11.3	6.0%	0.98
N#Cc1cc2c(nc1SCC1COc3ccccc3O1)CCC2 (configuration not stated)	0.9	1.6	5.0	24.4	1.1	-3.1	-8.1	5.0%	1.03
COc1ccccc1CN1CCN(C(CC(C)C)c2nnnn2Cc2cccs2)CC1 (configuration not stated)	1	-0.3	0.0	-0.6	1.16	4.0	40.2	7.0%	0.97
CC1(C)CC(=O)C(C=NCCN2CCN(CCCCS(=O)(=O)O)CC2)=C(O)C1	0.9	-2.0	-1.7	18.3	1.02	-12.6	0.5	6.0%	1.02
CCOC(=O)Cc1csc(NC(=O)CC)n1	0.9	-2.1	0.0	5.3	1.06	-13.5	-3.1	3.0%	1.03
CCOC(=O)CSc1nnc(-c2c[nH]c3ccccc23)n1CC	1	-2.5	0.5	-5.2	1.12	0.3	9.3	1.0%	1.02
O=C(CN1C(=O)COCC1=O)N1CCOCC1	0.9	2.9	0.9	-13.8	1.04	-6.1	0.6	2.0%	0.98
CCN(CC)S(=O)(=O)c1ccc(/C(O)=C2/C(=O)C(=O)N(CCOC)C2c2ccccc2)cc1 (configuration not stated)	0.9	0.8	-0.1	-1.0	1.08	-7.2	3.9	5.0%	1.11
COCn1c(-c2cccc(Br)c2)nc2ccccc21	1	-1.9	-14.4	17.3	1.07	28.7	20.3	5.0%	1.05
Cc1ccc(S(=O)(=O)N2CCC(C(=O)Nc3nnc(COc4ccccc4)s3)CC2)cc1	0.9	-0.5	-0.6	-5.8	1.07	10.7	7.5	9.0%	1
COc1ccc(NS(=O)(=O)c2coc(C(N)=O)c2)cc1Cl	0.8	-3.4	4.1	-1.1	1.01	27.4	-3.0	5.0%	0.99
CCOc1cc(CNn2cnnc2)ccc1OCC(=O)NC1CCCCC1	0.9	-2.3	1.7	-12.1	1.15	-12.9	-10.1	9.0%	1.51
CN(Cc1ccccc1)C(=O)c1cc(-c2ccc(Br)cc2)on1	0.8	-0.2	0.8	13.0	1.01	18.5	8.2	3.0%	0.99
N=c1c2c3c(sc2ncn1CCCN1CCOCC1)CCCCC3	0.9	-1.3	2.3	18.5	1.07	19.8	15.1	9.0%	1.01
Cn1cnc2cc(NC(=O)c3ccc(Cl)cc3)ccc21	0.8	-3.1	1.3	66.9*	1.04	79.1*	12.2	0.0%	0.99
COc1cccc(C(=O)NC2CC3CCCC(C2)N3CC(=O)Nc2ccc(N(C)C)cc2)c1 (configuration not stated)	1	-0.1	0.1	2.1	1.08	-0.8	-13.5	5.0%	1
O=C(NC1CCCCC1)c1nn2c(C(F)(F)F)cc(-c3ccco3)nc2c1Br	0.9	0.7	-5.5	1.3	1.46	-9.2	5.6	6.0%	1.01
Cc1cc(C)n2c(SCC(=O)N3CCN(S(=O)(=O)c4ccc(Cl)cc4)CC3)nnc2n1	1	2.3	1.3	-12.2	1.43	3.1	11.9	0.0%	1.05
O=C(OCC(=O)c1cccs1)c1ccc(NC(=O)c2ccco2)cc1	0.9	-2.1	4.8	17.0	1.1	-14.6	6.4	10.0%	1.06
COC(=O)C1=C(C)N(Cc2cccnc2)C(=O)C1	1	1.0	-1.0	-18.2	1.09	-20.7	-8.0	5.0%	1.02
CCOC(=O)N1CCC(N2C(=O)c3ccccc3C2Nc2ccccc2C)CC1 (configuration not stated)	0.8	-1.1	3.8	3.6	1.03	-7.5	2.1	3.0%	0.97
CCCc1cc(C(N)=O)c(NC(=O)c2ccco2)s1	0.9	1.2	2.9	60.5*	1.15	58.7*	-1.6	3.0%	1.01
Cc1ccccc1Nc1nn2c(=O)c3ccccc3nc2s1	0.8	-1.5	0.8	72.9*	1.02	42.8	15.1	5.0%	1.06
COc1ccc(-c2cc(C(F)(F)F)n3nc(C(=O)O)cc3n2)cc1OC	1	-1.4	3.2	2.5	1.18	-1.2	-17.0	6.0%	1.09

Eight of the compounds above, as a markdown table:
| structure | TNAP act mid DEA | 5HT1a ag | MMP13 inh | SF1 activator | Autofluor 339 | RORa activator | 5-HT1A blocker | NADH enzymes | Abs 340nm |
| --- | --- | --- | --- | --- | --- | --- | --- | --- | --- |
| Cn1cnc2cc(NC(=O)c3ccc(Cl)cc3)ccc21 | 0.8 | -3.1 | 1.3 | 66.9* | 1.04 | 79.1* | 12.2 | 0.0% | 0.99 |
| COc1cccc(C(=O)NC2CC3CCCC(C2)N3CC(=O)Nc2ccc(N(C)C)cc2)c1 (configuration not stated) | 1 | -0.1 | 0.1 | 2.1 | 1.08 | -0.8 | -13.5 | 5.0% | 1 |
| O=C(NC1CCCCC1)c1nn2c(C(F)(F)F)cc(-c3ccco3)nc2c1Br | 0.9 | 0.7 | -5.5 | 1.3 | 1.46 | -9.2 | 5.6 | 6.0% | 1.01 |
| Cc1cc(C)n2c(SCC(=O)N3CCN(S(=O)(=O)c4ccc(Cl)cc4)CC3)nnc2n1 | 1 | 2.3 | 1.3 | -12.2 | 1.43 | 3.1 | 11.9 | 0.0% | 1.05 |
| O=C(OCC(=O)c1cccs1)c1ccc(NC(=O)c2ccco2)cc1 | 0.9 | -2.1 | 4.8 | 17.0 | 1.1 | -14.6 | 6.4 | 10.0% | 1.06 |
| COC(=O)C1=C(C)N(Cc2cccnc2)C(=O)C1 | 1 | 1.0 | -1.0 | -18.2 | 1.09 | -20.7 | -8.0 | 5.0% | 1.02 |
| CCOC(=O)N1CCC(N2C(=O)c3ccccc3C2Nc2ccccc2C)CC1 (configuration not stated) | 0.8 | -1.1 | 3.8 | 3.6 | 1.03 | -7.5 | 2.1 | 3.0% | 0.97 |
| CCCc1cc(C(N)=O)c(NC(=O)c2ccco2)s1 | 0.9 | 1.2 | 2.9 | 60.5* | 1.15 | 58.7* | -1.6 | 3.0% | 1.01 |

The list continues:
SMILES	TNAP act mid DEA	5HT1a ag	MMP13 inh	SF1 activator	Autofluor 339	RORa activator	5-HT1A blocker	NADH enzymes	Abs 340nm
O=C(Oc1ccc2c(c1)OCO2)c1ccc(Br)c(S(=O)(=O)N2CCOCC2)c1	1	-0.4	-2.1	0.3	1.18	-14.8	-2.9	5.0%	1
COc1ccc(C(=O)N(Cc2ccco2)Cc2cccs2)c(O)c1	0.9	-2.1	-2.5	8.0	1.07	-2.2	14.9	5.0%	1.03
CCOC(=O)c1c(C)cccc1OCC(N)=O	0.9	-1.6	-1.0	-8.3	1.12	-12.2	x	2.0%	1.01
Cn1ncc2c(Nc3ccccc3Br)ncnc21	0.9	-3.8	2.6	-5.0	1.02	-14.2	x	2.0%	1
COC(=O)/C=c1/s/c(=C(\C#N)C(=O)NCc2ccco2)n(-c2ccc(C)cc2)c1=O	0.9	-0.7	-2.5	-3.7	1.23	17.6	4.1	4.0%	1.11
COc1cccc(OCC(O)CN2CCOCC2)c1 (configuration not stated)	0.9	0.0	0.5	21.8	0.97	11.3	-11.5	7.0%	1.01
Cc1nn(CC(=O)N2CCN(Cc3ccccc3)CC2)c(=O)c2ccccc12	1	1.3	-9.6	-3.4	1.12	-13.0	-11.6	5.0%	1.03
COc1cccc(C2CC(c3ccccc3)Nc3ncnn32)c1 (configuration not stated)	x	-0.5	-2.9	9.9	1.02	7.6	-4.1	8.0%	1
Cc1ccc(S(=O)(=O)N2CCCSCC2)cc1	1	48.9*	-3.4	4.8	1.04	-5.0	3.4	2.0%	0.94
FC(F)Sc1ccc(Nc2ncnc3nc[nH]c23)cc1	x	5.5	1.2	40.0	1.1	46.1	-14.6	2.0%	1.07
CCCCN1CCCCC1C(=O)Nc1c(C)cc(C)cc1C (configuration not stated)	0.9	-2.5	-5.9	-9.5	1.06	-15.2	29.2	6.0%	0.98
